Screens (PubChem BioAssay)
LGR2 antag: inhibitors of bursicon-induced LGR2 CRE-luciferase signal, primary screen, cell-based, HEK293, CRE-luciferase reporter, bursicon stimulation. inhibition, % at 9.99 µM. hit rate 0.35% among 380,000. bursicon-stimulated, 4 h. AID 720647, 2013;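 active means drop in luminescence signal, shown as inhibition above about 50% in the replicate tests, limit read from the data, passing the limit was not always enough; inconclusive means probably only some replicates passing the limit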;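 further: agonist challenge used bursicon conditioned medium at about half maximal strength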
PGC1a acetyl inh: inhibitors of PGC1a acetylation signal, primary screen, cell-based, U2OS, AlphaScreen, inhibitor mode; hit rate 0.17% among 350,000; AlphaScreen anti-acetyl-lysine; with virally co-expressed GCN5 acetyltransferase; AID 651687, 2012; inhibition, % at 15.6 µM;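 active means every replicate shows inhibition of at least 40%; inconclusive means mean inhibition at least 40% but some replicate below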;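 further: 0% = neutral control wells and 100% = positive control wells; some results beyond the cut were filed as inactive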
Cneo AK release: Cryptococcus neoformans cell lysis inducers, primary screen, AK release luminescence, single concentration | hit rate 0.2% among 360,000 | C. neoformans lysis, adenylate kinase release luminescence, 4 h; normalised: neutral wells 0, clomiphene wells 100 | AID 651654, 2012 | lysis activity, % at 15 µM;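 active means mean lysis activity across replicates of at least 80%, whatever share of replicates individually reach that level; inactive means mean lysis activity below 80%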
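Assay system: C. neoformans cells. Amount: yeast cell density of 5 × 10^6 cells/mL. Technique: AK luminescence. Buffer or medium: YPD. Times: static 4 h at 37 °C with compound, 1 h detection. Dosing: single-point compound dose. Read-out: lysis from increased AK signal.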
CASP6 VEID inh: human caspase-6 inhibitors, primary screen, biochemical, VEID-R110 fluorescence, single point, set 2; P55212; purified caspase-6, Z-VEID-R110 cleavage fluorescence; inhibition, % at 12.5 µM; hit rate 0.53% among 350,000;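 active means mean inhibition across replicates at least about 35%, with every replicate also reaching that limit, limit read from the data; inconclusive means only one of the two criteria met; inactive means neither criterion met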;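 further: 0% = median of neutral control wells and 100% = no fluorescence left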
Target sequence (P55212 24-179 limits assumed): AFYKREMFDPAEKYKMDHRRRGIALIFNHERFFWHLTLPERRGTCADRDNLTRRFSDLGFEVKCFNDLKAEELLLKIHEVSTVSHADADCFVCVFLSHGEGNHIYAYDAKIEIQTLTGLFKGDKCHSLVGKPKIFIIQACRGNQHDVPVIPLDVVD
Target sequence (P55212 194-293 limits assumed): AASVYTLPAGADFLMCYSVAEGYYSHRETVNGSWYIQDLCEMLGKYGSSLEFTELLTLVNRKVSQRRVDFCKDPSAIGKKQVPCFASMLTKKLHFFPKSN
PAX8 reporter: inhibitors of PAX8-driven TPO luciferase reporter, primary screen, RMG-I cells, single concentration; SteadyGlo, 24 h; inhibition, % at 12.6 µM; hit rate 1.2% among 360,000; AID 652154, 2013;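 active means mean replicate inhibition at least 60% with every replicate also reaching 60%; inconclusive means only one of the two criteria is met; inactive means mean below 60% and not all replicates reaching 60%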;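 further: luciferase light reporting Pax8 driven TPO promoter activity; plate controls were median of neutral control wells for no effect and mitoxantrone controls for full effect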
miR-122 sensor: miR-122 Renilla sensor signal increase in Huh7, primary screen, miR-122 inhibitor project, cell-based, single point, plate reader. Huh7 miR-122 Renilla luciferase sensor, 48 h; neutral wells = 0, positive control = 100. activation (reporter increase), % at 12.5 µM. hit rate 0.3% among 340,000. AID 602342, 2012;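 active means mean replicate activation score at least 90 and every replicate individually at or above 90; inconclusive means only one of the two criteria met; inactive means neither criterion met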;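 further: higher luciferase means less miR-122 activity so hits act as miR-122 inhibitors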
EWS-Fli block: EWS/Fli-driven NR0B1 reporter inhibitors, primary screen, A673 cells, NR0B1 luciferase, luminescence, MLPCN library. viability-normalised. inhibition, % at 12.6 µM. hit rate 0.67% among 350,000. AID 651661, 2012;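 active means mean inhibition of at least 50% after viability correction, with every replicate also passing that limit; inconclusive means mean reaches 50% but only one of two replicates passes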;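 further: firefly luciferase signal divided by Alamar Blue viability fluorescence both relative to DMSO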
FN deposit inh: inhibitors of fibronectin matrix deposition, primary screen, AH1F cells, Alexa488-fibronectin fluorescence, plate reader | AH1F fibroblasts, overnight | inhibition, % at 12.6 µM | hit rate 0.086% among 350,000;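 active means mean inhibition across replicates of 30% or more, regardless of how many single replicates reach that level; inconclusive means mean under 30% yet at least half of replicates reach 30%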;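 further: positive control wells lacked labelled fibronectin entirely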
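material = AH1F fibroblast monolayer depositing Alexa488-labelled fibronectin into matrix | amount = 10000 AH1F cells/well | buffer or medium = DMEM plus 2% serum, read in PBS | incubation = 1 h cell adhesion before compound, then overnight fibronectin incubation | detection = fluorescence at 485 nm excitation, 525 nm emission | evaluation = percent inhibition as loss of matrix-bound fibronectin fluorescence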
The depositor's hits bear a star; ? = inconclusive; . = not tested or not shown; [ ] = dose if it differs, or a comment.

SMILES	LGR2 antag	PGC1a acetyl inh	Cneo AK release	CASP6 VEID inh	PAX8 reporter	miR-122 sensor	EWS-Fli block	FN deposit inh
CNC(=O)C[C@H]1CC[C@@H]2[C@H](COc3ccc(NC(=O)Nc4ccc(C)cc4)cc3C(=O)N2C)O1	-12	1	4	1	-7	1[16.7 µM]	-35	-2
Cc1ccc(C)c(NC(=O)C2CC(=O)N(C(C)C)C2)c1 (centres undefined)	.	-4	-1	.	6	4	.	-6
O=C(NC1CCN(C(=O)N2c3ccccc3Sc3ccccc32)CC1)c1ccco1	.	8	-2	.	.	3	.	-25
N#Cc1ccccc1NC(=O)COC(=O)c1ccc(F)cc1F	-2	1	-1	0	22	2	9	2
Cc1c(NC(=O)Oc2ccccc2)sc(=S)n1C	11	7	2	.	.	-2	.	5
CC(C)[C@H](NC(=O)c1ccccc1)C(=O)OCC(=O)Nc1ccc(Cl)cc1C(F)(F)F	18	.	3	6	-4	-25	-2	-14
O=C(Oc1ccc[nH]c1=O)c1ccccc1	.	-2	1	18	-8	-2	-1	3
COc1ccc(S(=O)(=O)Nc2ccc3c(c2)C(=O)N(C)C[C@@H](OC)[C@H](C)CN(C)[C@H](C)CO3)cc1	26	-12	3	1	.	2[16.7 µM]	-5	-9
O=C(/C=C/c1ccc(Cl)cc1)NC1CC2CCC1C2 (centres undefined)	-15	-6	-3	-1	-99	-2	-42	3
COc1ccc(C2=CCCC2)c(OC)c1	-2	.	.	5	7	.	-7	.
CC(=O)C1=C(c2ccccc2)N(C(C)=O)n2c(C)nnc2S1	4	-12	-2	6	-16	1	5	0
CC(=O)Nc1ccc(S(=O)(=O)Nc2cc([N+](=O)[O-])ccc2C)cc1	-36	-13	.	1	22	0	5	3
Cn1c(O)c(N=Nc2ccccc2)c2ccccc21	-2	-4	0	2	40	.	35	1
CCCCn1c(N)c(N(Cc2ccccc2OC)C(=O)c2sccc2C)c(=O)[nH]c1=O	34	.	.	4	-5	.	-4	2
CC(/C=C1\SC(=S)N(CC(=O)N2CCN(c3ccccc3)CC2)C1=O)=C\c1ccccc1	-12	.	.	4	0	.	4	0
C[C@@H]1CN([C@H](C)CO)C(=O)Cc2cc(NS(=O)(=O)c3ccc(F)cc3)ccc2O[C@H]1CN(C)Cc1ccc(Cl)c(Cl)c1	3	-8	.	.	3	-10[16.7 µM]	9	.
Cc1nc(-c2ccc(NC(=O)C(C)(C)C)cc2)c(-c2ccccc2)o1	0	1	-1	-1	16	0	6	3
CC(=O)N1[C@@H](CO)[C@@H](c2ccccc2)C12CN(C(=O)Cc1ccccc1)C2	4	0	.	0	-9	.	0	.
COc1ccc(N2C(=O)CC(Nc3cccc([N+](=O)[O-])c3)C2=O)cc1 (centres undefined)	6	.	.	-1	6	.	6	-2
O=C(NC1CC1)c1cc2ccccc2o1	0	.	-2	-1	-16	.	.	.
O=C(C1CCCCC1)N1[C@H](CO)[C@@H]2c3ccccc3N(S(=O)(=O)c3ccccc3)C[C@@H]21	3	-4	0	2	-4	?	6	-5
CCCC1Cc2c(sc3ncnc(N)c23)CO1 (centres undefined)	.	-9	-2	.	8	-2	.	6
Cc1cccc[n+]1CC(=O)Nc1ccc([N+](=O)[O-])cc1Cl	.	.	-1	.	3	-1	.	4
Cc1ccc(-c2nnc(SCC(=O)N(CC(C)C)c3c(N)n(Cc4ccccc4)c(=O)[nH]c3=O)n2N)cc1	-5	.	0	-1	-11	1	0	.
NC(=O)C[n+]1cccc2ccccc21	6	12	0	-1	.	4	-6	.
Cc1ccccc1N1C(=O)CN(Cc2sccc2C)C1=S	-8	5	-1	.	4	1	.	4
CCOC(=O)Cc1csc(NC(=O)CSc2nnc(C)n2C)n1	.	-11	-1	.	-2	-8	.	-5
COc1ccc(OC)c(-n2c(SC)nnc2-c2c[nH]c3ccccc23)c1	2	2	-1	-1	12	1	10	-2
CCOC(=O)C1(C)CCN1C(=O)c1ccc(Cl)cc1Cl (centres undefined)	-10	-3	-1	0	5	-7	-5	-3
CC1(C)CC(=O)C(Sc2ccccc2[N+](=O)[O-])=C(O)C1	-21	5	2	.	6	8	.	0
Cc1ccc(NC(=O)c2ccccc2NS(=O)(=O)c2ccc(Cl)s2)cc1	31	0	-8	.	19	63	-14	-9
O=C(C1CC1)N1CC2(C1)[C@@H](c1ccccc1)[C@@H](CO)N2Cc1nccs1	-20	9	.	-2	2	.	-4	-7
COC(=O)c1ccc(OCC(O)CN2CCc3cc(OC)c(OC)cc3C2c2ccccc2)cc1 (centres undefined)	20	-4	-2	-1	3	-2	7	7
CC1OC(OCC2OC(Oc3c(-c4ccc(O)cc4)oc4cc(O)cc(O)c4c3=O)C(O)C(O)C2O)C(O)C(O)C1O (centres undefined)	-6	2	-1	54*	.	5	2	.
CCCCCCC[C@H](N)[C@H](O)C(=O)N(C)[C@@H](CCS(C)=O)C(=O)N[C@@H](Cc1ccc(O)cc1)C(=O)N[C@@H](Cc1ccc(O)cc1)C(=O)O (some centres undefined)	8	7	-1	0	-11	3	-3	11
O=C(CNC(=O)/C(=C/c1ccccc1)NC(=O)c1ccc(Br)cc1)OCc1ccccc1	-8	.	.	0	3	.	4	-6
CC(C)(C)C1CCc2c(sc(NC(=O)c3cc(C4CC4)on3)c2C#N)C1 (centres undefined)	-1	-1	4	-1	7	-3	3	-6
O=C(CCC(=O)c1cccs1)NCCc1ccc(F)cc1	4	21	-4	-1	18	4	6	-2
COc1ccc(C)cc1NC(=O)CSc1nc2ccccc2nc1N1CC(C)OC(C)C1 (centres undefined)	.	-23	0	-2	-5	1	18	9
C=CCn1c(SCc2ccc(C#N)cc2)nnc1-c1cccc(Cl)c1	10	2	1	.	.	1	.	.
CO[C@@H]1CN(C)C(=O)c2cc(NC(=O)c3cnccn3)ccc2OC[C@H](C)N(CCc2ccccc2)C[C@@H]1C	11	-6	1	0	-22	.	5	4
Cc1ccc(NC(=S)NNC(=S)Nc2ccc(C)cc2C)cc1	-32	-13	-4	1	-2	-6	23	-13
C[C@H](CO)N1C[C@H](C)[C@H](CN(C)Cc2ccncc2)Oc2ncc(C#Cc3cccnc3)cc2C1=O	5	0	-1	-2	11	-2[16.7 µM]	-12	-4
Cc1ccc(-c2nn(-c3ccccc3)cc2/C=N/NC(=O)c2ccncc2)o1	-70	-3	.	7	-106	0	-83	8
O=C(C[C@@H]1CC[C@H](NC(=O)C2CCOCC2)[C@H](CO)O1)Nc1nccs1	-5	-10	0	2	10	.	-1	-6
Cc1ccc2cc(C#N)c(NCCNC(=O)C3CC3)nc2c1C	.	-5	3	.	18	-19	.	4
COc1cccc(-c2nc3ccc(C(=O)N4CCCC(O)C4)cc3o2)c1 (centres undefined)	-37	10	0	8	-150	-6	-59	-2
C[C@@H]1CN([C@H](C)CO)C(=O)Cc2cc(NS(C)(=O)=O)ccc2O[C@@H]1CN(C)Cc1ccncc1	-8	-9	2	0	-5	-3[16.7 µM]	3	.
CNC[C@H]1Oc2ccc(NC(=O)c3ccncc3)cc2C(=O)N([C@H](C)CO)C[C@H]1C	3	11	3	-1	-11	5[16.7 µM]	-3	2
Cc1ncoc1C(=O)N1CCCC(C(=O)c2cccc(OC(C)C)c2)C1 (centres undefined)	34	-1	.	0	7	3	3	-27
COc1ccc(-n2c(C)nc3cc(C(=O)NCc4ccc5c(c4)OCO5)ccc32)cc1	.	-1	2	2	4	6	-8	-3
CCOc1ccc(Nc2nc(N3CCCC3)nc(N3CCN(c4ccc(OC)cc4)CC3)n2)cc1	13	.	.	-2	7	.	6	.
CCC(C(=O)Nc1ccc(S(=O)(=O)N2CCN(C)CC2)cc1)c1ccccc1 (centres undefined)	-14	-21	-3	-4	12	-4	5	0
Cn1c2c(c(=O)n(C)c1=O)C(CC(=O)Nc1ccccc1F)C(=O)N2 (centres undefined)	1	5	-5	-2	-9	2	10	5
COc1ccc(C2(CNC(=O)c3ccccc3[N+](=O)[O-])CCOCC2)cc1	0	0	-2	0	-2	-8	-1	-2
CCOC(=O)c1cc(C#N)c(N2CCCNCC2)nc1C(F)(F)F	-18	1	-1	-5	14	-6	4	-5
O=C(O)CC/C(=C\c1ccc(N2CCCC2)c([N+](=O)[O-])c1)c1nc2ccccc2s1	-27	.	.	20	2	.	9	-8
COC(=O)CCC(=O)NC(=S)Nc1ccc(S(=O)(=O)Nc2cc(OC)nc(OC)n2)cc1	3	0	2	.	7	-3	.	-6
C=CCn1cc(C(=O)OCC)c(=O)c2ccc(F)cc21	12	5	.	-1	10	3	-9	11
C[C@H](NC(=O)C[C@H]1CC[C@@H](NC(=O)Cc2ccccn2)[C@H](CO)O1)c1ccccc1	5	7	0	1	-6	-15[16.7 µM]	-5	0
(list continues)
SMILES	LGR2 antag	PGC1a acetyl inh	Cneo AK release	CASP6 VEID inh	PAX8 reporter	miR-122 sensor	EWS-Fli block	FN deposit inh
COc1ccc(CN2CCN(C(=O)Cn3ncn4cccc4c3=O)CC2)c(OC)c1OC	1	-4	-3	-1	12	3	2	5
COc1ccc(C(=O)N2CC(=O)Nc3ccccc32)cc1S(=O)(=O)N1CCOCC1	-23	-6	0	-3	-4	6	-4	2
COc1ccc(OC)c(CN2CCCC(C(=O)c3ccccc3SC)C2)c1 (centres undefined)	6	-12	.	-5	-23	2	21	4
CCOc1cc(C(=O)O)cc(Cl)c1OCC#N	0	-2	11	35	.	0	0	.
C[C@H]1CCCCO[C@@H](CN(C)Cc2ccc3c(c2)OCO3)[C@@H](C)CN([C@@H](C)CO)C(=O)c2cc(NC(=O)Nc3ccccc3)ccc2O1	-2	-16	5	0	-2	-3[16.7 µM]	2	5
CO[C@H]1CN(C)C(=O)c2cc(NC(=O)c3ccccc3)ccc2OC[C@H](C)N(C)C[C@H]1C	-2	5	-3	-1	.	-2[16.7 µM]	0	6
c1cc(-c2ccoc2)n2ccnc2c1	-4	.	-5	29	-38	.	8	16

Profiles from above. Order of values: LGR2 antag, PGC1a acetyl inh, Cneo AK release, CASP6 VEID inh, PAX8 reporter, miR-122 sensor, EWS-Fli block, FN deposit inh
CCOc1cc(C(=O)O)cc(Cl)c1OCC#N in the list: 0, -2, 11, 35, ., 0, 0, .
CO[C@H]1CN(C)C(=O)c2cc(NC(=O)c3ccccc3)ccc2OC[C@H](C)N(C)C[C@H]1C in the list: -2, 5, -3, -1, ., -2[16.7 µM], 0, 6
C[C@H]1CCCCO[C@@H](CN(C)Cc2ccc3c(c2)OCO3)[C@@H](C)CN([C@@H](C)CO)C(=O)c2cc(NC(=O)Nc3ccccc3)ccc2O1 in the list: -2, -16, 5, 0, -2, -3[16.7 µM], 2, 5
COc1ccc(C(=O)N2CC(=O)Nc3ccccc32)cc1S(=O)(=O)N1CCOCC1 in the list: -23, -6, 0, -3, -4, 6, -4, 2
COc1ccc(OC)c(CN2CCCC(C(=O)c3ccccc3SC)C2)c1 (centres undefined) in the list: 6, -12, ., -5, -23, 2, 21, 4
